Source: PubChem (several laboratories)
OX1R antag-1 = OX1R (human) antagonism; inhibition, % at 6.6 µM; 330,000 tested, 1.8% active; AID 485270; OX1R-expressing cells, FRET antagonist read-out; in the data active means inhibition mostly above about 38%, no sharp cut-off; inactive means mostly below about 40%;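 further: 0% = agonist challenge alone and 100% = reference antagonist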
Target sequence (O43613 whole entry, looked up): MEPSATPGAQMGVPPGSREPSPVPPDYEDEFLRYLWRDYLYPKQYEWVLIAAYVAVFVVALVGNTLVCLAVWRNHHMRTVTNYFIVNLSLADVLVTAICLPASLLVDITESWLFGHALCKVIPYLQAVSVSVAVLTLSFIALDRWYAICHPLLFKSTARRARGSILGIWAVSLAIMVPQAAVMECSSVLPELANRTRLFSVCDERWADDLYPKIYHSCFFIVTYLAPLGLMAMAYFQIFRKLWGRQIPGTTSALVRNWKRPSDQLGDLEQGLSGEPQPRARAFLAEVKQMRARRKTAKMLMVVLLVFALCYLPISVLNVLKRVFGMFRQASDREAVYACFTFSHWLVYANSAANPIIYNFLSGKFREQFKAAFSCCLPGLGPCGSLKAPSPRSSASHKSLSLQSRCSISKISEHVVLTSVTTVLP
STK33 kinase inh = human STK33 kinase inhibition; purified STK33, MBP phosphorylation, ADP-Glo luminescence; 320,000 tested, 0.073% active; inhibition, % at 10 µM; AID 2661; Q9BYT3;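 active means inhibition at or above 25%, using the most active replicate where run in duplicate; inactive means inhibition below 25%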
Target sequence (Q9BYT3 whole entry, looked up): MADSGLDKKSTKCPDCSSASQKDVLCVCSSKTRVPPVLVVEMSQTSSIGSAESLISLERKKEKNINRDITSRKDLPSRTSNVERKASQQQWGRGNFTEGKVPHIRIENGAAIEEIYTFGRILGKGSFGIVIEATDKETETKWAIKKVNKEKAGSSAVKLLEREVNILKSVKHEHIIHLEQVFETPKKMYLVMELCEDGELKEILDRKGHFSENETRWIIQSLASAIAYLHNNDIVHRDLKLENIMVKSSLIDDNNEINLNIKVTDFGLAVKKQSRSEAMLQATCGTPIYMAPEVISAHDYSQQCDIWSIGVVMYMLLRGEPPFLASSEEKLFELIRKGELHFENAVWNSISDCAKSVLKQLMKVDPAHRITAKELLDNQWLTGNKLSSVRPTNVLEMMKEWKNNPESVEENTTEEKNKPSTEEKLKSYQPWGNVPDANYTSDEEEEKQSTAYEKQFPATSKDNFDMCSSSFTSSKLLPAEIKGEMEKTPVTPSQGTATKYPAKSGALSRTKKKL
OX1R antag-2 = antagonists of human orexin 1 receptor. CHO/OX1R cells, Fluo-8 calcium fluorescence, orexin A. AID 434989. inhibition, % at 5 µM. 330,000 tested, 0.43% active;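 active means inhibition above its plate's threshold, mean inhibition of all tested compounds on the plate plus 3 SD, cut at about 37% in these data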;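 further: 0% = orexin A challenge wells and 100% = SB-334867-A antagonist wells; not every result past the cut was called active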
* marks the source's active call; other numbers are inactive results; . = not tested or not shown.

SMILES	OX1R antag-1	STK33 kinase inh	OX1R antag-2
Cc1ccc(-c2csc(NC(=O)c3ccc(-c4ccccc4)cc3)n2)o1	10	-1.6	-12
CC(NC(=O)COc1ccccc1)C(=O)NCc1ccccc1Cl (stereo not given)	7	-2.6	-17
C/C(N)=C(/C#N)C(=O)COC(=O)c1cc2c(s1)CCCC2	12	-0.2	-16
COc1ccccc1-c1cnn2c(N3CCOCC3)cc(C)nc12	7	-0.4	-18
CC(C)N1C(=O)CCC1C(=O)NCc1ccccc1Cl (stereo not given)	3	0.5	4
COc1ccc(NC(=O)c2ccccc2S(=O)c2ccccc2C#N)cc1 (stereo not given)	11	-1.0	-17
O=[N+]([O-])c1ccc(/C=C/C2=NN(c3ccccc3)C(c3ccco3)C2)cc1 (stereo not given)	15	0.2	80*
CC1CCC(NC(=O)C2CCC(CNS(=O)(=O)c3cccc4cccnc34)CC2)CC1 (stereo not given)	14	0.6	-25
CC1(c2nnc(-c3cccc(Cl)c3)o2)CC(c2ccc(OC(F)(F)F)cc2)=NO1 (stereo not given)	29	-0.4	-9
CCc1ccc(C(=O)CSc2ncn[nH]2)cc1	14	0.2	-18
O=C(Nc1cccc(NC(=O)N2CCN(c3ccccc3)CC2)c1)N1CCN(c2ccccc2)CC1	38	1.9	34
CCC1S/C(=N/N=C/c2ccco2)N(Cc2ccc(F)cc2)C1=O (stereo not given)	9	-0.9	-29
Cc1cc(C)c(S(=O)(=O)Nc2ccccc2C(=O)OCC(=O)NCc2ccccc2)c(C)c1	6	0.8	4
Cc1cc(/C=C(\C#N)C(=O)Nc2ccccc2)c(C)n1-c1ccc(C(=O)O)cc1	13	0.0	-7
CCc1nccn1S(=O)(=O)c1cc(OC)ccc1OC	26	-0.7	3
CCCCCCOc1ccc(/C=C/C(=O)N2CCOCC2)cc1OC	10	1.1	-17
CCOCCc1nnc(NC(=O)Cc2c(F)cccc2Cl)s1	2	0.4	-17
COc1ccc(CN(C)CC(=O)Nc2ccccc2C(=O)NC2CC2)cc1F	11	0.4	-5
Cc1ccc(OCC(=O)Nc2cccc3c2CCCC3)cc1C	9	-2.2	-24
Cc1ccc(Cn2nnc3c(=O)n(CC(=O)NCc4ccccc4)cnc32)cc1	12	-2.0	-22
NC(=O)c1ccsc1NC(=O)CSc1nnc(NC2CC2)s1	9	0.1	4
Cc1ccc(-c2nc(-c3cccnc3)no2)cc1	20	-1.3	-6
O=C(NC(=O)N1CCCC1)c1csnn1	4	-1.2	8
Cc1cc2c(c(N3CCOCC3)n1)C(=O)OC2	9	1.0	5
O=C1c2ccccc2COc2ccc(O)cc21	19	1.3	-6
CCCNC(=O)COC(=O)c1ccccc1C(=O)c1ccc(Cl)c([N+](=O)[O-])c1	64	0.3	-10
O=C(c1cn(-c2ccccc2)nc1-c1cccs1)N1CCN(c2ccccn2)CC1	9	-0.6	-21
CCOC(=O)C(=CNc1cc(C)ccc1C)C(=O)OCC	1	0.8	-14
O=C(CN(c1ccccc1F)S(=O)(=O)c1ccccc1)N1CCCCCC1	19	-3.3	-31
CCn1c(C)nc2cc(S(=O)(=O)N3CCCC3)ccc21	13	0.7	-30
COc1ccc(C(=O)NCC(C)CN(C)C)cc1 (stereo not given)	16	-1.3	-8
O=S(=O)(c1cccc(S(=O)(=O)N2CCOCC2)c1)N1CCCCCC1	5	.	-26
CSc1nc2ccccc2s1	15	-1.5	-5
CCOC(=O)c1cc(NC(=O)c2cccnc2)cc(C(=O)OCC)c1	2	0.0	-28
O=C(C1=C(O)C(=O)N(c2nc3ccc(Cl)cc3s2)C1c1ccco1)c1ccco1 (stereo not given)	3	0.7	16
CN(C(=O)c1cc(-c2ccccc2)on1)C1CCCCC1	12	0.1	-23
O=C(NCCc1ccccc1)c1cccc(S(=O)(=O)NCc2ccccc2)c1	28	-0.7	-22
O=C1c2cccc3cccc(c23)C(=O)N1CC1CCN(CC(O)COc2ccc3ccccc3c2)CC1 (stereo not given)	23	-0.7	7
COc1ccc(Cl)cc1-c1nc(SCC(=O)N(C)C)n[nH]1	14	-1.3	-22
O=C(NCc1ccc(Cl)s1)C1CCC(=O)N(CCc2cccc(F)c2)C1 (stereo not given)	0	2.6	-16
CN(C)CCCn1c2c(c(SCC(=O)Nc3ccc4c(c3)OCO4)nc1=O)CCCC2	7	-0.6	-20
CC(=O)c1cccc(NC(=O)CN2C=NS(=O)(=O)c3ccc(C)cc32)c1	-1	-1.5	1
COc1cccc(-n2c(O)c(C=NCc3ccccn3)c3ccccc3c2=O)c1	21	-0.4	-30
CCc1ccc2nc(/N=C(\N)NC(=O)c3ccccc3)nc(C)c2c1	8	-1.2	-41
CCN(C(=O)COC(=O)c1c(C)c(-c2ccccc2)nc2ccccc12)C1CCS(=O)(=O)C1 (stereo not given)	6	0.1	-11
Cc1c(NC(=S)NC(NC(=O)C(C)C)C(Cl)(Cl)Cl)c(=O)n(-c2ccccc2)n1C (stereo not given)	9	.	-3
Oc1ccc(N=Nc2ccc3c(c2)OCCO3)c2cccnc12	21	-0.8	48*
CCCCOc1ccc(C(=O)NCC(=O)NCC2CCCO2)cc1 (stereo not given)	28	0.7	-14
CC(C)C(=O)Nc1nnc(SCC(=O)NCc2cccs2)s1	12	0.6	-8
Cc1sc2ncnc(SCC(=O)NNC(=O)COc3cccc4ccccc34)c2c1C	4	-1.0	-5
NS(=O)(=O)c1ccc(C(=O)Nc2ccc(-c3nc4cccnc4s3)cc2)cc1	7	-0.8	0
COc1cccc(S(=O)(=O)N2CCOCC2)c1	14	-0.4	1
C=CCOc1ccc(CN(C)CC(O)COc2ccc(CCC(C)=O)cc2)cc1 (stereo not given)	11	-0.6	-8
O=C(O)CCSc1nnc(SCC(=O)NC2CCS(=O)(=O)C2)s1 (stereo not given)	4	-0.2	-2
Cc1c(C(=O)NCc2ccco2)oc2ccccc12	15	0.2	-16
Cn1cc(CC(=O)N2CCN(c3ccccc3F)CC2)c2ccccc21	12	-0.9	-28
CCc1ccc(OCCCCN(C)Cc2ccccc2)cc1	-6	-4.1	-35
CN(C)c1ccc(C2CC(=O)OC3=C2C(=O)CC(C)(C)C3)cc1 (stereo not given)	0	-3.3	-2
O=C(c1ccc(F)cc1)C1CCN(C(=O)NCc2ccccc2)CC1	1	-1.8	-13
O=C(CSc1ccc(Cl)cc1)N1CCN(c2c(Cl)cccc2[N+](=O)[O-])CC1	23	0.0	-2

An excerpt of these results, as labelled records.
Cc1cc2c(c(N3CCOCC3)n1)C(=O)OC2
  OX1R antag-1: 9
  STK33 kinase inh: 1.0
  OX1R antag-2: 5
CCOCCc1nnc(NC(=O)Cc2c(F)cccc2Cl)s1
  OX1R antag-1: 2
  STK33 kinase inh: 0.4
  OX1R antag-2: -17
CCc1nccn1S(=O)(=O)c1cc(OC)ccc1OC
  OX1R antag-1: 26
  STK33 kinase inh: -0.7
  OX1R antag-2: 3
O=C(NCc1ccc(Cl)s1)C1CCC(=O)N(CCc2cccc(F)c2)C1 (stereo not given)
  OX1R antag-1: 0
  STK33 kinase inh: 2.6
  OX1R antag-2: -16

The list goes on.
SMILES	OX1R antag-1	STK33 kinase inh	OX1R antag-2
CCn1cc(CNC(=O)C2CCC(=O)N(Cc3ccccc3F)C2)cn1 (stereo not given)	13	1.4	-5
Cc1ccc(-c2csc3ncn(CC#N)c(=O)c23)cc1C	14	-1.2	-19
O=[N+]([O-])c1cccc(S(=O)(=O)N2CCCCCC2)c1	40	0.0	-24
Cc1cc(C)c(S(=O)(=O)NCCn2ccc3ccccc32)c(C)c1	26	-0.9	16
CCC(C)N(C(=O)CSc1ncnc2sccc12)C1CCS(=O)(=O)C1 (stereo not given)	1	0.5	-17
COC(=O)C1=CO[C@@H](C)[C@H]2CN3CCc4c([nH]c5ccccc45)[C@@H]3C[C@H]12	18	1.1	-18
Cn1c(CNC(=O)c2cccs2)n[nH]c1=S	16	-2.6	-4
C/C=C/CSc1nc2c(c(=O)[nH]c(=O)n2C)n1C(C)C	16	-1.2	-24
Cc1ccc(C(=O)NCC(=O)OCC(=O)Nc2ncc(C(F)(F)F)cc2Cl)cc1	6	0.1	-11
COc1cc(NC(=O)CSc2ncnc3c2cnn3Cc2ccccc2)cc(OC)c1	14	-0.5	2
Cc1cc(C)nc(NC(=O)CN2C(=O)c3ccccc3S2(=O)=O)n1	26	-1.2	-6
O=C(Cc1ccsc1)Nc1ccccc1F	10	1.1	-13
Nc1nc(-c2ccc3c(c2)NC(=O)CO3)cs1	10	2.1	1
Nc1nc(N)n(-c2ccccc2)c(=Nc2ccccc2)n1	5	-0.9	-22
O=C(NC1CCCC1)C(c1ccncc1)N(C(=O)c1csnn1)c1ccccc1 (stereo not given)	4	-0.8	-17
N#Cc1ccsc1NC(=O)CN1CCOCC1	5	-0.7	-13
Cc1cccc(NS(=O)(=O)c2c(C(=O)N3CCCC3)c(C)n(C)c2C)c1	9	-1.7	-9
CCn1c(SCC(=O)N/N=C/C=C/c2ccccc2[N+](=O)[O-])nnc1-c1ccc(Cl)cc1	6	-1.9	-30
Fc1cccc(/C=N/Nc2nccnc2Cl)c1	15	1.5	-12
CSc1ccc(C(=O)c2[nH]c(=O)[nH]c2C)cc1	21	1.0	6
COc1ccc(/C=N/Nc2nc(Nc3ccccc3)nc(N3CCCC3)n2)cc1	8	-1.9	-32
COc1ccccc1N(CN1C(=O)c2ccccc2C1=O)C(=O)c1cccc(C)c1	21	-0.3	-12
COc1ccccc1C(=O)NCCC(=O)NNC(=O)Cn1ccc(C(F)(F)F)n1	11	-0.8	-3
CC1CN(c2nc3ccccc3nc2NS(=O)(=O)c2ccccc2)CC(C)O1 (stereo not given)	13	0.0	-10

4 of the compounds above, with bars between the fields:
SMILES | OX1R antag-1 | STK33 kinase inh | OX1R antag-2
COC(=O)C1=CO[C@@H](C)[C@H]2CN3CCc4c([nH]c5ccccc45)[C@@H]3C[C@H]12 | 18 | 1.1 | -18
Cn1c(CNC(=O)c2cccs2)n[nH]c1=S | 16 | -2.6 | -4
C/C=C/CSc1nc2c(c(=O)[nH]c(=O)n2C)n1C(C)C | 16 | -1.2 | -24
Cc1ccc(C(=O)NCC(=O)OCC(=O)Nc2ncc(C(F)(F)F)cc2Cl)cc1 | 6 | 0.1 | -11

Next part:
SMILES	OX1R antag-1	STK33 kinase inh	OX1R antag-2
CCc1nnc2sc(-c3ccc(NC(=O)CSc4ccc(Cl)cc4)cc3)nn12	2	0.4	-1
COc1cc(NC(=O)CN2C(=O)CSc3ccc(S(=O)(=O)N4CCCC4)cc32)cc(OC)c1	19	1.0	-15
COc1ccc(NC(=O)CN(C)S(=O)(=O)c2ccc(Cl)cc2)cc1Cl	15	-0.6	-12
CCCNC(=O)C(Cc1ccc(I)cc1)NC(=O)C1CC1 (stereo not given)	6	-1.0	-23
Nc1cc(S(=O)(=O)C(F)(F)F)ccc1C(=O)O	7	-3.8	1
CC(=O)OCC(=O)Nc1ccc(N=Nc2ccccc2)cc1	18	-0.9	13
CCc1ccccc1NC(=O)CNC(=O)c1ccc(OCc2cn3ccccc3n2)cc1	12	-0.8	-45
O=C(NCc1ccncc1)c1cc(S(=O)(=O)N2CCOCC2)c(Cl)cc1Cl	6	-2.3	-11

Pulled by structure from the entries so far (7):
SMILES	OX1R antag-1	STK33 kinase inh	OX1R antag-2
COc1ccc(NC(=O)CN(C)S(=O)(=O)c2ccc(Cl)cc2)cc1Cl	15	-0.6	-12
CCc1nnc2sc(-c3ccc(NC(=O)CSc4ccc(Cl)cc4)cc3)nn12	2	0.4	-1
CCc1ccccc1NC(=O)CNC(=O)c1ccc(OCc2cn3ccccc3n2)cc1	12	-0.8	-45
COc1cc(NC(=O)CN2C(=O)CSc3ccc(S(=O)(=O)N4CCCC4)cc32)cc(OC)c1	19	1.0	-15
Nc1cc(S(=O)(=O)C(F)(F)F)ccc1C(=O)O	7	-3.8	1
CCCNC(=O)C(Cc1ccc(I)cc1)NC(=O)C1CC1 (stereo not given)	6	-1.0	-23
CC(=O)OCC(=O)Nc1ccc(N=Nc2ccccc2)cc1	18	-0.9	13

Rows are unselected; 2.2% or so of the library scored in one or more.
